# Bioassay records deposited in PubChem BioAssay by Southern Research Specialized Biocontainment Screening Center.
# H1N1 NS1A inhibition – H1N1 influenza NS1A inhibitors, functional cell based assay (AID 504329); NS1A functional cell-based assay, percent inhibition; higher % means a stronger effect; inhibition, % at 12.5 µM; hits with a dose series show IC50 in µM; actives 0.3% (n = 340,000); in the data active = a potency from the dose series; inconclusive = inhibition above about 27% without an active follow-up result; note: strong numbers were not always called active
# M. tuberculosis – growth inhibition of non-replicating M. tuberculosis (AID 488890); actives 0.39% (n = 320,000); one-dose inhibition, % at 25 µM; IC50 in µM for titrated hits; Mycobacterium tuberculosis non-replicating, growth inhibition; higher % means a stronger effect; in the data active = a potency from the dose series; inconclusive = inhibition mostly from about 82% at the one dose, without a potency; inactive = the rest, 99 in 100 with inhibition below about 76%;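 note: plate controls were DMSO cells for no effect and high antibiotic wells for full effect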
# Salmonella PhoP GFP – PhoP regulon inhibitors, Salmonella typhi PhoP promoter GFP reporter, confirmatory (AID 1850) | inhibition, % at 50 µM, or IC50 in µM where a hit was titrated | Salmonella Typhi PhoP-promoter GFP reporter, fluorescence, 4 h; higher % means a stronger effect | actives 0.33% (n = 310,000); in the data active = a potency from the dose series; inconclusive = inhibition mostly from about 25% at the one dose, without a potency; inactive = the rest, 99 in 100 with inhibition below about 19%;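 note: 0% = induced wells with vehicle and 100% = uninduced wells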
# VEEV TC-83 Vero – inhibitors of VEEV TC-83 cytopathic effect, confirmation, Vero cells (AID 588727); actives 0.13% (n = 350,000); Vero cells, VEEV TC-83 cytopathic effect inhibition; higher % means a stronger effect; inhibition, % at 20 µM; hits with a dose series show IC50 in µM; in the data active = a potency from the dose series; inconclusive = inhibition mostly from about 14% at the one dose, without a potency; inactive = the rest, 99 in 100 with inhibition below about 12%; note: strong numbers were not always called active
# M. tuberculosis HTS – M. tuberculosis growth inhibition, HTS (AID 449762); M. tuberculosis H37Rv growth inhibition, 7H9 media; higher % means a stronger effect; inhibition, % at 25 µM; hits with a dose series show IC50 in µM; actives 0.59% (n = 330,000); in the data active = a potency from the dose series; inconclusive = inhibition above about 70% without an active follow-up result;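 note: bacterial growth assessed after seven days of incubation; strong numbers were not always called active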
# VEEV TC-83 Vero 10K pilot screen – further read-out of VEEV TC-83 Vero, marked with its call; inhibition, %; measured here: 10K pilot screen inhibition
# Starred values were filed as active, the others as inactive; i = inactive; u = inconclusive; x = no result given.
SMILES,H1N1 NS1A inhibition,M. tuberculosis,Salmonella PhoP GFP,VEEV TC-83 Vero,M. tuberculosis HTS,others
N#Cc1c(-c2ccco2)nc(NCC2CCCO2)[nH]c1=O (stereo unspecified),-13%,-3%,0%,2.2%,-5%,
CCn1c(COc2cccc(C)c2)nnc1SCC(=O)CC(=O)Nc1ccccc1OC,3%,-2%,-9%,5.4%,-7%,
COCCn1c(C)cc(C(=O)COC(=O)c2cncc(Br)c2)c1C,0%,u,-8%,1.6%,13%,
CCc1nnc(NC(=O)[C@@H](NC(=O)c2cc(OC)cc(OC)c2)C(C)C)s1,3%,-4%,2%,i,-1%,
Cc1onc(NC(=O)c2ccc([N+](=O)[O-])o2)c1Br,-2%,u,-8%,33%,-3%,
Cc1cccn2c(=O)c3cc(C(=O)N4c5ccccc5CC4C)n(C)c3nc12 (stereo unspecified),0%,-7%,3%,7.3%,0%,VEEV TC-83 Vero 10K pilot screen=1.0
CCOC(=O)c1c(C)[nH]c2c1cc(O)c1ccccc12,6%,26%,11%,7.9%,-7%,
Cc1cccc(C)c1OCc1cc(C(=O)N2CCN(C3CCCC3)CC2)no1,-1%,21%,-10%,2.2%,8%,
CC1(C)Cc2c(sc(NC(=O)c3ccc4c(c3)OCCO4)c2C(N)=O)C(C)(C)N1,-1%,21%,-7%,9.0%,-9%,
CCn1c(CNC(=O)c2ccccc2OC)nnc1SCC(=O)c1ccc(F)cc1,-7%,-8%,9%,1.1%,8%,
Clc1ccccc1OCCn1ccnc1,1%,18%,-9%,i,7%,
COc1ccc(CNC(=O)CC2C[C@H](C(=O)N3CCOCC3)[C@@]3(C)c4[nH]c5ccccc5c4CCN3C2=O)cc1OC (stereo partly specified),-2%,13%,x,0.1%,3%,
Nc1c(C(=O)c2ccc(Br)s2)oc2ccccc12,6%,39%,16%,1.5%,1%,
CCC(=O)N1CCN(c2ccc(NC(=O)c3ccc4ccccc4c3)cc2)CC1,5%,-15%,-1%,0.6%,-3%,
S=c1[nH]nc(-c2ccccc2)n1/N=C/c1cccs1,3%,3%,11%,0.9%,-5%,
CC(C)(C)OC(=O)C[C@@H]1C/C=C\C[C@@H](CC(=O)N[C@H](CO)Cc2ccccc2)C(=O)NCCOC1=O,-14%,6%,x,0.5%,-2%,
Cc1cc(NC(=O)CSc2ccc(-c3ccccc3)nn2)no1,6%,u,-8%,1.1%,-8%,VEEV TC-83 Vero 10K pilot screen=3.0
COc1cc(OC)cc(-c2sc3ccc(OC)cc3c2-c2ccc(OCCN3CCOCC3)cc2)c1,-33%,x,x,6.1%,x,
COc1cc2ccccc2cc1C(=O)NCCCN1CCOCC1,-17%,-13%,9%,5.7%,-3%,
CC(C)C(NS(=O)(=O)c1cccc(C(F)(F)F)c1)C(=O)NCc1cccs1 (stereo unspecified),-7%,34%,x,0.1%,-5%,
COC(=O)COc1cc(C)cc2oc(=O)c3c(c12)CCCC3,-2%,12%,-2%,0.8%,0%,
CCc1ccc(S(=O)(=O)/N=C2/C=C(Sc3ncn[nH]3)C(=O)c3ccccc32)cc1,3%,u,u,0.7%,9%,
Cc1ccc(CNC(=O)C2CCCCC2C(=O)O)cc1 (stereo unspecified),0%,-5%,-7%,i,-8%,
Cc1ncn2cc(-c3ccc(Cl)cc3Cl)[nH]c(=O)c12,-19%,13%,5%,4.8%,0%,
O=C(c1ccc(CS(=O)(=O)c2ccc(Br)cc2)o1)N1CCN(C2CCCCC2)CC1,-2%,5%,-7%,0.1%,-8%,
COc1cc(OC)c(OC)cc1/C=C1\CCC(C2CCCC2)C1=O (stereo unspecified),-18%,29%,2%,5.7%,1%,
CCN(CC(=O)Nc1ccc(S(=O)(=O)N2CCCCC2)cc1)Cc1ccccc1,8%,65%,4%,4.4%,3%,
COc1ccc(-n2c(NCCN(C)C)nc3sc4c(c3c2=O)CCCCC4)cc1,6%,25%,6%,i,-2%,
COC(OC)c1ccnc(-c2ccc(OC(=O)c3ccccc3)cc2)n1,1%,62%,4%,0.3%,57%,
O=C(O)c1cc(-c2ccccc2Cl)n[nH]1,-8%,-20%,1%,0.5%,-13%,
COc1ccc(CCC(C)Nc2cccc(F)c2)cc1 (stereo unspecified),-19%,54%,3%,i,-1%,
CNC(=S)NN(C)c1nc(C)cc(C)n1,16%,0%,-1%,i,1%,
O=C(O)C1Cc2ccccc2CN1S(=O)(=O)c1ccccc1 (stereo unspecified),-9%,-2%,8%,0.5%,1%,
Cc1ccc(S(=O)(=O)N2CCN(C(=O)CN3CCCC3)C2)cc1,3%,5%,9%,0.1%,5%,
COc1cc(CC(=O)OCC(=O)NC2CCCCC2C)cc(OC)c1OC (stereo unspecified),-1%,27%,x,1.2%,3%,
Cn1cc(C(=O)N/N=C/c2c(O)ccc3ccccc23)ccc1=O,>100µM*,21%,-1%,i,2%,
Nc1nc(NC(=O)c2ccc(Cl)cc2)nn1-c1ccccc1,-2%,3%,1%,4.6%,-1%,
O=C(CSc1nc2ccccc2c(=O)[nH]1)N1CCN(S(=O)(=O)c2ccccc2)CC1,0%,-1%,1%,i,1%,
Cc1ccc(CNS(=O)(=O)c2c(C)[nH]c(=O)[nH]c2=O)cc1,-25%,-10%,10%,0.7%,5%,
COc1ccc(C(=O)Nc2nnc(-c3cccs3)s2)cc1,-14%,-3%,-12%,1.2%,-2%,
O=C(Cn1cccc1C(=O)c1ccccc1)NCc1cccc(Cl)c1,-8%,4%,10%,i,0%,
COc1ccc(N(CC(=O)NCc2ccco2)S(=O)(=O)c2ccc(OC)c(OC)c2)cc1,1%,5%,1%,1.5%,-7%,
N#Cc1cccc(NS(=O)(=O)c2ccc(S(=O)(=O)N3CCOCC3)cc2)c1,-4%,8%,x,1.5%,-4%,
O=C(O)c1ccccc1N1C(=O)C2C3c4ccccc4C(Br)(c4ccccc43)C2C1=O (stereo unspecified),15%,16%,-3%,0.8%,-9%,
CCOc1ccc(S(=O)(=O)N2CCC(C(=O)Nc3cccc(NC(C)=O)c3)CC2)cc1,-9%,4%,7%,i,5%,
C=CCn1c(O)c(N=NC(=S)Nc2ccc(OC)c(Cl)c2)c2ccccc21,2%,-9%,5%,2.3%,-2%,VEEV TC-83 Vero 10K pilot screen=3.7
CCC(CO)NCc1ccc(OC2CCCC2)cc1 (stereo unspecified),1%,39%,12%,0.1%,-5%,
O=C(c1ccsc1)N1CCCC(N2CCN(c3ccccc3F)CC2)C1 (stereo unspecified),-1%,-18%,3%,1.3%,-5%,
CCOC(=O)CSc1nc(C2CC2)cc(-c2ccc(Cl)cc2)c1C#N,-11%,66%,1%,1.2%,-5%,
O=C(O)c1ccc(-n2c(/C=C/c3cccc([N+](=O)[O-])c3)nc3ccccc3c2=O)cc1,2%,29%,5%,8.1%,-5%,
O=C(Cc1ccccn1)c1ccc(Cl)cc1,-4%,65%,-5%,i,9%,VEEV TC-83 Vero 10K pilot screen=1.0
O=c1c2ccccc2c(/C=N/NS(=O)(=O)c2ccccc2)c(O)n1-c1ccccn1,-3%,45%,-5%,8.0%,-1%,
Cc1ccnc(NS(=O)(=O)c2ccc(NC(=O)c3ccc(S(=O)(=O)N4CC(C)OC(C)C4)cc3)cc2)n1 (stereo unspecified),-9%,7%,4%,0.2%,-2%,
CN(C(=O)Nc1ccccc1)C1CCCCC1,-18%,-8%,0%,0.4%,2%,
OC(CCc1ccncc1)c1ccccc1 (stereo unspecified),-4%,-16%,6%,0.8%,-3%,
CCOc1cc2[nH]c(=S)n(Cc3ccc(C(=O)NCCN(CC)CC)cc3)c(=O)c2cc1OCC,2%,29%,4%,u,0%,
Cc1cc(C)cc(NC(=O)Cc2ccc(-n3cccc3)cc2)c1,-5%,-9%,8%,3.9%,-5%,
C=CCN1C(=O)CSC1=Nc1ccc(NC(C)=O)cc1,2%,-12%,6%,0.5%,1%,
Cc1ccc(S(=O)(=O)NC2CCCC2)cc1C(N)=O,-8%,-13%,-8%,i,-23%,
O=C(CN(C(=O)c1csnn1)c1cccc2c1CCCC2)NCc1ccc(F)cc1,-3%,-9%,3%,7.2%,4%,
# Remaining list, next part:
SMILES,H1N1 NS1A inhibition,M. tuberculosis,Salmonella PhoP GFP,VEEV TC-83 Vero,M. tuberculosis HTS,others
CCOC(=O)c1cnc2c(c(C3CC3)nn2C)c1N1CCOCC1,x,-9%,-5%,8.3%,-17%,
CCOC(=O)C(=O)N(Nc1ccc(C)cc1)c1ccc(C)cc1,-2%,14%,-1%,4.3%,1%,
CCCNC(=O)COc1coc(CN2CCN(c3ccccc3)CC2)cc1=O,0%,4%,-1%,0.3%,0%,
O=C(CNC(=O)c1ccccc1F)N/N=C/c1cc(Br)ccc1OC(=O)/C=C/c1ccco1,7%,15%,-3%,11%,10%,
CC(/C=N/NC(=O)c1ccncc1)=C\c1ccccc1,7%,57%,4%,0.5%,u,
O=C1NC(Cc2c[nH]c3ccccc23)C(=O)N1CCOc1ccccc1 (stereo unspecified),9%,98%,21%,3.1%,-7%,
Cc1cc(-c2nnc(CCC(=O)N(C)Cc3cccc4ccccc34)o2)no1,-5%,13%,-26%,i,-1%,
COc1ccc(C(=O)N2CCC(n3nccc3NC(=O)C3CCOC3)CC2)cc1 (stereo unspecified),-2%,1%,2%,0.8%,2%,
O=C(N/N=C/c1cccs1)C(=O)N1CCCC1,-4%,-5%,4%,2.1%,2%,
CCC(C(=O)N1CCN(C(=O)c2ccco2)CC1)n1sc2ccccc2c1=O (stereo unspecified),4%,3%,4%,0.6%,3%,
COc1ccccc1Nc1nc(-c2ccc3c(c2)NC(=O)CO3)cs1,13%,2%,-7%,9.3%,5%,VEEV TC-83 Vero 10K pilot screen=14
O=C(CCNC(=O)c1ccc(Cl)cc1)Nc1c(F)c(F)cc(F)c1F,-9%,12%,-4%,1.0%,0%,
O=C(CSc1ccncc1)Nc1ccc(S(=O)(=O)Nc2nccs2)cc1,0%,59%,18%,1.2%,-2%,
CCc1c(C(=O)Nc2ccc(S(=O)(=O)N3CCOCC3)cc2)csc1C,-1%,32%,2%,i,9%,
O=C(Nc1cccc(S(=O)(=O)N2CCCCC2)c1)C1CCCN1S(=O)(=O)c1ccccc1F (stereo unspecified),-2%,24%,x,1.6%,4%,
COC(=O)C1(c2ccccc2)NC(c2cccs2)C2C(=O)N(c3ccccc3)C(=O)C21 (stereo unspecified),6%,-11%,15%,0.4%,-1%,
CC(C)CCC1(CCO)C(=O)NC(=S)NC1=O,-8%,x,x,i,x,
CCOC(=O)c1[nH]c2ccccc2c1NC(=O)CC(C)C,10%,x,1%,0.2%,-1%,
CC(=O)Nc1ccc2nc(C3CC3)n(Cc3ccc(Cl)cc3)c(=O)c2c1,-7%,3%,4%,2.0%,3%,
COc1ccc(/C(=N\O)c2nccc3cc(OC)c(OC)cc23)cc1OC,5%,-6%,3%,0.9%,-7%,
COc1ccccc1CNC(=O)C1CCN(C(=O)c2sccc2-n2cccc2)CC1,0%,-1%,10%,0.8%,3%,
O=S(=O)(NCCOCC(F)(F)C(F)F)c1ccc2oc3ccccc3c2c1,-6%,20%,7%,i,2%,
CC1CC(C)CN(S(=O)(=O)N2CCC(C(=O)NCc3ccco3)CC2)C1 (stereo unspecified),-7%,14%,4%,1.0%,6%,
CN1C(=S)SC(/[N+]([O-])=C\c2ccccc2F)C1(C)C (stereo unspecified),13%,18%,7%,i,-4%,
NS(=O)(=O)c1ccc(NC(=S)NCCc2ccccc2)cc1,6%,32%,-17%,0.1%,7%,
O=C(CCCc1ccccc1)Nc1ccc(S(=O)(=O)N2CCOCC2)cc1,1%,7%,0%,1.0%,6%,
COc1ccc(OCCCC(=O)Nc2nc(-c3ccccn3)cs2)cc1,-3%,u,-2%,1.0%,u,
Cc1c(NS(=O)(=O)c2ccc3c(c2)CCN3C(=O)C2CC2)c(=O)n(-c2ccccc2)n1C,12%,16%,4%,4.0%,-9%,

# No enrichment for hits; any-hit rate near 1.6%.
